Screening data from PubChem.
SRC1 inh: SRC1 coactivator transcriptional activity inhibitors, primary screen, cell-based, luminescence; Nuclear receptor coactivator 1 (Homo sapiens), Q15788; HEK293 GAL4-SRC1 luciferase reporter; inhibition, % at 3.6 µM; 360,000 compounds, 0.12% hits;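 active = inhibition above the campaign mean plus 3 SD, with each screening campaign given its own cutoff, cut at about 60% in these data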;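 also: 0% = DMSO treated cells and 100% = gossypol at 36 µM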
NR5A2 inv ag: LRH-1 (NR5A2) inverse agonists, primary screen, cell-based, luminescence, HEK293T, StAR-luciferase reporter; inhibition, % at 3.6 µM; Nuclear receptor subfamily 5 group A member 2 (Homo sapiens), O00482; 360,000 compounds, 0.13% hits; LRH-1 transfected, 24 h;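 active = inhibition above the mean inhibition of all tested compounds plus 3 SD, cut at about 73% in these data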;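 also: 0% = DMSO wells and 100% = reporter-only cells lacking LRH-1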
TWEAK Fn14 block: inhibitors of TWEAK-Fn14 signaling, primary screen, luciferase reporter cells, uHTS | TWEAK-stimulated Fn14 reporter cells, luciferase luminescence, 8 h | inhibition, % at 10 µM | 360,000 compounds, 2% hits | AID 1159606, 2016; in the data active = inhibition above about 50%
COUP-TFII inh: NR2F2 transcriptional activity inhibitors, primary screen, cell-based, luciferase reporter, HEK293T, luminescence. COUP transcription factor 2 (Homo sapiens), P24468. HEK293T NGFI-A luciferase reporter. inhibition, % at 8.6 µM. 370,000 compounds, 0.7% hits;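 active = inhibition above a per-plate cutoff, mean inhibition of test wells between control levels plus 3 SD, cut at about 38% in these data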;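 also: cells cotransfected with COUP-TFII expression vector driving the NGFI-A reporter; 0% = median of COUP-TF2 test wells and 100% = reporter-only cells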
TLR9-MyD88 inh: inhibitors of TLR9-MyD88 association in cells, primary screen, cell-based, CHO, BLA complementation, fluorescence; Toll-like receptor 9 (Homo sapiens) + Myeloid differentiation primary response protein …; CCF4 FRET ratio; inhibition, % at 4.98 µM; 340,000 compounds, 0.21% hits; AID 504734, 2011;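 active = inhibition above the mean over all tested compounds plus 3 SD, cut at about 21% in these data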;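 also: 0% = DMSO only wells and 100% = clavulanate BLA inhibitor control wells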
C8 TRAIL sens: viability loss with TRAIL in NB7+C8 cells, primary screen, TRAIL sensitizer project, cell-based, ATPlite luminescence; inhibition (viability loss, TRAIL sensitization), % at 10 µM; 360,000 compounds, 1% hits;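 active = compounds causing at least 50% loss of cell viability in the single-dose screen, relative to plate controls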
NCOA2 inhibitor: inhibition of GAL4-SRC2 driven luciferase reporter, primary screen, SRC2 inhibitor project, cell-based, luminescence; HEK293 GAL4-SRC2 luciferase reporter; inhibition, % at 9 µM; 370,000 compounds, 0.17% hits; AID 651957, 2012;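 active = inhibition above the mean inhibition of all tested compounds plus 3 SD, set per campaign, cut at about 52% in these data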;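 also: 0% = DMSO treated cells and 100% = cells given Gossypol at 36 µM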
TROY NFkB inh: inhibitors of TROY-driven NF-kB signaling, primary screen, Q293 LMP1-TROYcd cells, NF-kB luciferase, uHTS | AID 1347056, 2019 | inhibition, % at 10 µM | 360,000 compounds, 0.98% hits | Q293 LMP1-TROYcd NF-kB luciferase reporter, 4 h;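 active = compounds whose plate-normalised and pattern-corrected inhibition of the luciferase reporter signal at the single screening dose is 50% or more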
SRC3 inh: SRC3 coactivator transcriptional activity inhibitors, primary screen, cell-based, luminescence | Nuclear receptor coactivator 3 (Homo sapiens), Q9Y6Q9 | 360,000 compounds, 0.17% hits | AID 588352, 2011 | HEK293 GAL4-SRC3 luciferase reporter | inhibition, % at 3.6 µM;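 active = inhibition above a per-campaign cutoff, the mean of all compounds plus 3 SD, cut at about 60% in these data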;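 also: 0% = DMSO-treated cells and 100% = gossypol-treated cells at 36 µM; higher means less SRC3-driven luciferase light from the GAL4 reporter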
Target sequence (Q9Y6Q9 whole entry, looked up, the tested form may be a part): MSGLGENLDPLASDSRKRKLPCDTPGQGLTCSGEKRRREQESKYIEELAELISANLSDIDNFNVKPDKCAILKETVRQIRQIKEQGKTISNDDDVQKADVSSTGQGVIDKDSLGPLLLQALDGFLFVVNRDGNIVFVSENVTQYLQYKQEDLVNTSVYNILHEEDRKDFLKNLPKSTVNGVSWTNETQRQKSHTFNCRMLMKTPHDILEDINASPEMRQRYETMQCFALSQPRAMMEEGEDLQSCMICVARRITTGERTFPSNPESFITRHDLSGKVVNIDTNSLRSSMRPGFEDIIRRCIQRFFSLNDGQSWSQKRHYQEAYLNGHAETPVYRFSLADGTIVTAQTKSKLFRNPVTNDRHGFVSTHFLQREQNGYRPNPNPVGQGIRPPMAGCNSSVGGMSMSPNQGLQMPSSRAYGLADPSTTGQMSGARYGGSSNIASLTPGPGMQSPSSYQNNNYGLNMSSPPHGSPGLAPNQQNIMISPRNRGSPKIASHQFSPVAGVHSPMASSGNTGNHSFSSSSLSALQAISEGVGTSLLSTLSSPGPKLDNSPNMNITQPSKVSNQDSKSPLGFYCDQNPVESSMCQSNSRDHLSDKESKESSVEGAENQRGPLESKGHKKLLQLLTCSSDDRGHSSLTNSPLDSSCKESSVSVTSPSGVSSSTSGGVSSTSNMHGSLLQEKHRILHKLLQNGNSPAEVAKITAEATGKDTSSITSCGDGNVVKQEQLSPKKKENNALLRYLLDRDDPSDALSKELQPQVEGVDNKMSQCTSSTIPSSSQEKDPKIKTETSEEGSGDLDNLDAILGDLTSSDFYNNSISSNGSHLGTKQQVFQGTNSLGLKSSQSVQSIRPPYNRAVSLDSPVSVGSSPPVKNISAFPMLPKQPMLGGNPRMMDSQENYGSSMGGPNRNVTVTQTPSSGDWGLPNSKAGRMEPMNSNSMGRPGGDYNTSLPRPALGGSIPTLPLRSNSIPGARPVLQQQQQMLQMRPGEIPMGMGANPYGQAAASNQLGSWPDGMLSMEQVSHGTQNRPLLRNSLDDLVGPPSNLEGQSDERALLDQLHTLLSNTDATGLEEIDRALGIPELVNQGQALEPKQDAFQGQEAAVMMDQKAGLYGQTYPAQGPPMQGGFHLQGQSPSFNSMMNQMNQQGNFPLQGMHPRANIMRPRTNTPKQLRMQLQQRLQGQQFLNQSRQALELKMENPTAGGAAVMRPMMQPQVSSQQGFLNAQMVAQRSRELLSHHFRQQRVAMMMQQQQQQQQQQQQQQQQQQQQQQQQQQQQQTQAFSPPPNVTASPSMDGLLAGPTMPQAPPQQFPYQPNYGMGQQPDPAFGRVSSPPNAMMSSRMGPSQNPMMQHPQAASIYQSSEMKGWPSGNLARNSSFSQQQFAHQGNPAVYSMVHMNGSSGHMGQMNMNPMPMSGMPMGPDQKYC
EBV LMP1 NFkB: EBV LMP1-driven NF-kappaB luciferase reporter inhibitors, primary screen, cell-based, luminescence, single point; LMP1-induced NF-kappaB luciferase reporter cells; AID 504558, 2011; inhibition, % at 12.5 µM; 350,000 compounds, 0.69% hits; in the data active = inhibition above about 41%;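 also: 0% = neutral control wells and 100% = reference inhibitor control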
NOD2 RIPK2 PPI: NOD2-RIPK2 binding disruptors in cells, primary screen, fluorescence, CHO cells, BLA complementation; CCF4 ratio; Receptor-interacting serine/threonine-protein kinase 2 (Homo sapiens), O43353; 360,000 compounds, 0.38% hits; AID 624267, 2012; inhibition, % at 4.98 µM; in the data active = inhibition above about 21%;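 also: 0% = vehicle only and 100% = reference blocker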
Active calls of the source: *; . = no result given. An excerpt (hit frequency here may not be typical).

SMILES	SRC1 inh	NR5A2 inv ag	TWEAK Fn14 block	COUP-TFII inh	TLR9-MyD88 inh	C8 TRAIL sens	NCOA2 inhibitor	TROY NFkB inh	SRC3 inh	EBV LMP1 NFkB	NOD2 RIPK2 PPI
COc1ccc(OC)c(/C=N/N(C)c2ccccc2)c1	-80	-109	-15	-23	-2	3	-70	-65	-39	-32	0
CC(=O)NC(=S)Nc1ccc(NC(=O)c2cccnc2)cc1	4	-6	-13	-6	-14	-19	-11	6	2	3	-15
COc1cccc(/C=N/NC(=S)Nc2cccc(S(=O)(=O)N(C)C)c2)c1	-23	-10	7	-13	1	-5	-11	-21	-7	-1	-8
CCOc1ccc(OCCOc2ncnc3ccccc23)cc1	-23	-14	-22	-4	4	14	-19	-37	-6	-10	-5
CCOC(=O)CC1C(=O)NCCN1C(=O)Nc1ccc(Cl)cc1 (stereo unspecified)	0	-1	0	9	7	-25	-10	-3	3	-8	-1
Cc1ccc(S(=O)(=O)Nc2cccc3c2O[C@H](CN(C)Cc2ccccc2)[C@@H](C)CN([C@H](C)CO)C3=O)cc1	10	13	0	-9	-11	-15	10	1	-4	2	1
Cn1ccc(C(=O)Nc2cccnc2Cl)n1	-2	-8	-6	-26	-1	-16	-40	-3	-15	-9	-1
Cc1c(C(=O)N(Cc2nnc(-c3ccccc3Cl)o2)C2CC2)oc2ccccc12	-14	-13	-12	7	-1	-4	5	-1	-27	3	9
CCCC(=O)Nc1ccc(N2CCN(C(=O)CCC)CC2)cc1	5	-5	-1	-2	0	-1	-19	-1	-1	2	-1
CCOc1nc2c(c(=O)n(C)c(=O)n2C)n1Cc1ccccc1Cl	-30	3	30	9	7	15	3	18	21	9	-13
COc1ccc2c3c(cccc13)C(=O)CC2	16	11	63*	10	0	4	31	28	18	1	27*
O=C(CSc1nnc(NC(=O)c2ccco2)s1)Nc1ccc(F)cc1F	-9	-10	-1	14	5	-12	7	6	-2	4	-6
COc1ccc(NC(C)C(=O)N/N=C/c2c(O)ccc3ccccc23)cc1 (stereo unspecified)	-9	0	-11	-14	2	19	-17	1	2	3	-3
Cc1ccc2c(c1)N(C(=O)CCC(=O)NC1CCCCCC1)CC(C)O2 (stereo unspecified)	-1	-25	13	-6	0	2	20	-7	1	0	5
CCOC(=O)c1cn2nc(Oc3ccc(C)cc3)ccc2n1	-36	-21	-42	-13	.	-2	-38	-68	-12	-6	-5

Some of the entries so far, with bars between the fields.
molecule | SRC1 inh | NR5A2 inv ag | TWEAK Fn14 block | COUP-TFII inh | TLR9-MyD88 inh | C8 TRAIL sens | NCOA2 inhibitor | TROY NFkB inh | SRC3 inh | EBV LMP1 NFkB | NOD2 RIPK2 PPI
CCCC(=O)Nc1ccc(N2CCN(C(=O)CCC)CC2)cc1 | 5 | -5 | -1 | -2 | 0 | -1 | -19 | -1 | -1 | 2 | -1
CCOc1nc2c(c(=O)n(C)c(=O)n2C)n1Cc1ccccc1Cl | -30 | 3 | 30 | 9 | 7 | 15 | 3 | 18 | 21 | 9 | -13

Following part.
SMILES	SRC1 inh	NR5A2 inv ag	TWEAK Fn14 block	COUP-TFII inh	TLR9-MyD88 inh	C8 TRAIL sens	NCOA2 inhibitor	TROY NFkB inh	SRC3 inh	EBV LMP1 NFkB	NOD2 RIPK2 PPI
Cc1c(C(=O)NCc2ccc3c(c2)OCO3)oc2ccccc12	-14	-12	-57	0	-2	12	-22	-36	4	4	1
Cc1cc(C)nc(N2N=C(CSc3ccc(Cl)cc3)CC2=O)n1	-5	-5	-14	8	7	-5	-16	13	6	1	6
Cc1ccc(-c2nnc(SCC(=O)Nc3ccc4c(c3)OCCO4)n2N)cc1	-25	6	6	16	0	-1	-28	9	12	-3	1
COc1cccc(C(=O)N2CCN(C(=O)c3cccs3)CC2)c1OC	-11	9	0	-5	3	33	3	-1	-19	9	-13
O=C(O)c1ccccc1C(c1ccc(O)cc1)c1ccc(O)cc1	-12	6	0	-2	-5	10	-1	4	-25	-1	-8
O=C(OCc1nc2ccsc2c(=O)[nH]1)c1ccc(Cl)nc1	-5	-13	6	-15	-3	8	-9	-9	9	5	2
CC1(O)CC(c2ccc(Cl)cc2)=NN1C(=O)c1ccc([N+](=O)[O-])cc1 (stereo unspecified)	-12	2	-19	1	-4	8	-2	14	6	2	-3
Cc1ccc(S(=O)(=O)N2CCN(C(=O)CCc3nc4ccccc4c(=O)[nH]3)CC2)c(C)c1	-19	-29	-18	10	1	12	-34	-8	14	-13	-8
CNS(=O)(=O)c1cccc2cccnc12	-7	-4	-6	0	-16	5	-20	-9	-5	-6	-1
CC(=O)N1CCN(CCN=CC2=C(O)CC(c3ccco3)CC2=O)CC1 (stereo unspecified)	10	2	-7	11	1	-3	-58	7	9	4	-3
CCOc1ccc(S(=O)(=O)N(C)c2ccc(OCC(=O)Nc3nc(-c4cc(OC)ccc4OC)cs3)cc2)cc1	7	-15	-16	0	-11	-4	13	-18	14	2	-15
O=C(O)c1cccc(NS(=O)(=O)c2cccc(C(=O)Nc3ccccc3[N+](=O)[O-])c2)c1	1	-11	0	-7	-3	-17	-39	13	3	-1	2
Cn1c(=O)c2sccc2n2c(CCCC(=O)Nc3ccc(F)cc3F)nnc12	-3	-18	8	10	-2	-6	-1	0	11	-3	-7
CC(NC(=O)c1ccccc1F)c1nnc(SCC(=O)NC2CCCCC2)n1C (stereo unspecified)	-1	-4	-6	-12	-10	-5	-21	9	4	-2	-9
Cc1ccc(OCC(=O)Nc2ccccc2-c2ccccc2)cc1	-17	27	9	-2	6	3	21	-14	5	1	-25
O=C(CSc1nccn1-c1ccccc1)NCc1ccc2c(c1)OCO2	-4	-1	8	0	-2	-9	-16	13	4	0	1
CCOc1cc(C(=O)OC(C)C(=O)Nc2ccccc2OC)ccc1OCC(=O)N1CCOCC1 (stereo unspecified)	-2	-31	-24	-7	-4	1	10	7	0	-4	-12
COc1cccc(-n2c(Cc3cc(=O)[nH]c(=O)[nH]3)nnc2SCC(=O)Nc2ccccc2)c1	-4	27	2	0	-6	-15	-16	6	6	-7	5
CC(C(=O)N1CCN(c2ccccc2)CC1)c1ccc([N+](=O)[O-])cc1 (stereo unspecified)	-33	14	0	11	1	2	25	0	1	-1	-3
O=C1NC2=C(C(=O)CCC2)C(c2ccc(OC(F)F)cc2)N1 (stereo unspecified)	-9	-10	7	-11	7	-11	-9	-16	-3	-4	1
O=C(NCc1cccnc1)c1cccs1	-2	5	2	1	1	3	1	2	16	3	0
O=C(NCCC(=O)N1CCCC1)c1ccccc1Cl	-20	-15	13	-1	2	-4	-4	-20	-5	8	-11
CN(Cc1cccc(F)c1)C(=O)c1ccc2c(=O)n3c(nc2c1)CCC3	-14	3	-12	6	-5	-19	-2	-10	1	-3	3
C#CCN1C=CC(=O)[C@@H](O)[C@H]1c1ccccc1Br	11	-8	10	2	-9	2	13	-1	-3	-8	-2
CC(C)(C)OC(=O)C[C@H]1C/C=C\C[C@H](CC(=O)N(CCO)Cc2ccccc2)C(=O)N2CCC[C@H]2COC1=O	-17	2	-4	22	4	-3	14	-7	2	-5	-13
CCOC(=O)c1[nH]c(C)c(C(=O)c2ccc(C)cc2)c1C	-59	-59	-24	-53	-1	-41	-1	-11	-26	5	1
Cc1ccc(-c2cc(C(F)F)nc3sc4c(=O)[nH]cnc4c23)cc1	-16	17	9	9	0	4	4	-17	-15	-67	-6
C/C(=N\OC(=O)c1ccc(OC(C)C)cc1)c1ccc(C)c(C)c1	-12	7	-8	17	-8	12	-6	-31	7	10	-10
Cn1c(=O)c2c(nc(N3CCOCC3)n2CCNC2=NCCC2)n(C)c1=O	7	11	-3	-3	6	-3	-6	-8	10	-8	-2
COc1cccc(/C=N/n2cnc3cc(C)c(C)cc32)c1OC	-48	-39	-33	-7	-10	10	-12	-45	-17	-16	3
CC1CCN(C(=O)C2CCN(c3ncnc4c3nc3n4CCCCC3)CC2)CC1	-3	-4	6	9	6	-10	-7	-7	-2	7	0
Cc1cccc(N2CCN(C(=O)c3cccc(S(=O)(=O)N4CCOCC4)c3)CC2)c1C	-1	-6	14	-17	-9	-4	-23	-6	27	8	3
CC1(C(=O)Nc2ccc(Cl)c(Cl)c2)CCN1C(=O)CCC1CCCC1 (stereo unspecified)	-8	-10	1	-78	.	11	-35	-1	2	.	4
COc1ccc(NC(=O)CSc2nnc(NC(=O)c3ccco3)s2)cc1OC	-14	7	14	-1	-4	16	-14	-24	-4	-9	-9
O=C1CC(c2ccco2)Cc2c1cnn2-c1nc2ccccc2s1 (stereo unspecified)	-7	-1	6	10	-5	-7	-17	9	22	0	-7
COc1ccc(C2CC(c3cccc([N+](=O)[O-])c3)=NN2/C(C)=C/C(C)=O)cc1 (stereo unspecified)	-41	-36	-15	-7	5	7	-31	-66	-52	-9	5
CN(CC(=O)NCc1ccc(F)cc1)Cc1cccc(Cl)c1	2	5	-2	9	-2	22	-17	-3	0	1	-2
COc1ccc(CC(=O)Nc2ccc(C(=O)Nc3ccccc3C(=O)O)cc2)cc1OC	12	2	-10	10	0	-10	-1	34	-3	2	-4
COc1ccc(CCNC(=O)C2CCC(CNS(=O)(=O)c3ccc(F)cc3)CC2)cc1OC (stereo unspecified)	4	19	4	0	15	-13	1	2	9	12	-4
O=C(O)CC(NC(=O)C1c2ccccc2Oc2ccccc21)c1ccc(Cl)cc1 (stereo unspecified)	5	4	5	-3	-1	16	-12	-1	11	2	5
O=C(Nc1ccc(N2C(=O)C3C4C=CC(C4)C3C2=O)cc1)Nc1cccnc1 (stereo unspecified)	21	12	-2	8	-5	4	-19	-9	-1	-2	-6
CCOC(=O)c1cc(-c2ccccc2C)n(CC2CC(c3ccc(OC)cc3)=NO2)n1 (stereo unspecified)	-25	-24	-15	2	1	0	21	-6	6	-1	5
Cn1cnnc1SCC(=O)c1cc2ccccc2oc1=O	-13	-4	10	8	-3	-6	-1	11	-2	4	0
Cc1cccc(N2CCN(C(=O)C(Cc3ccccc3)n3cccc3)CC2)c1C (stereo unspecified)	8	2	16	-3	-3	18	15	0	-8	-4	-4
COc1ccccc1CNS(=O)(=O)CCNCCc1ccccc1	1	23	-3	-7	4	-26	1	15	-5	-7	5
CCC(C)c1ccccc1N1CC(C(=O)N2CCN(C(=O)c3ccco3)CC2)CC1=O (stereo unspecified)	-12	10	-7	-7	-8	-4	-1	-2	24	2	-7
CCN(CC)CCCN=Cc1c(O)n(-c2ccc(C)cc2)c(=O)c2ccccc12	2	12	-1	-7	-5	6	-22	15	1	-2	-2
CC(OC(=O)Cn1nnc2ccccc21)C(=O)NC1CCCC1 (stereo unspecified)	12	-5	17	0	-1	-12	16	4	3	-11	-12
